Anthrax LF prot: inhibitors of Bacillus anthracis lethal factor protease; P15917; multiplex microsphere protease cleavage assay, LF; inhibition, % at 10 µM; 0.12% of 360,000 active; in the data active = inhibition above about 30%; also: plate controls were buffer without enzyme for full effect and enzyme alone for no effect
Target sequence (P15917 whole entry, looked up): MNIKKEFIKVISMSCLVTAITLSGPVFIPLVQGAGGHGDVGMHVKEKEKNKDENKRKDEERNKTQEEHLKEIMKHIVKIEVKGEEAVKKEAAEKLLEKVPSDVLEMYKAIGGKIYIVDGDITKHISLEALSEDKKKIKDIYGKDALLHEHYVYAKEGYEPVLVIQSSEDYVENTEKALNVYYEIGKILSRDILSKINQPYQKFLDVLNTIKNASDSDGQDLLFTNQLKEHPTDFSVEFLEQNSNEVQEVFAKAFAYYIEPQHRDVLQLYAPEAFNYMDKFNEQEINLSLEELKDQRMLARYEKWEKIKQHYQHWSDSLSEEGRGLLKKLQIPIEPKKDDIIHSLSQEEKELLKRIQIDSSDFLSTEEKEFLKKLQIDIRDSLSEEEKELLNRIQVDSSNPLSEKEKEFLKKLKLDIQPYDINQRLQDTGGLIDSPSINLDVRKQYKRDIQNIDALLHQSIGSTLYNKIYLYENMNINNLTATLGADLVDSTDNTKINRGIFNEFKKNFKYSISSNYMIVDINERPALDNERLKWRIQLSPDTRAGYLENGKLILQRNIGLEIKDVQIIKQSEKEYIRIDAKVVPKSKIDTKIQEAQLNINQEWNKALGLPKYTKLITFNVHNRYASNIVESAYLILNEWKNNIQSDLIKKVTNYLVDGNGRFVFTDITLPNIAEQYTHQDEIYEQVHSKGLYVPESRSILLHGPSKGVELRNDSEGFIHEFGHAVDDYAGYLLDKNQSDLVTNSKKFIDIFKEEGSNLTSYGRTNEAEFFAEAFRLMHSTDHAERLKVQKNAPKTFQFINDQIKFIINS
MazEF act: MazEF (E. coli) toxin RNase activation. FAM/BHQ RNA-DNA oligo cleavage fluorescence, 5 h. activation, % at 20 µM. 0.32% of 350,000 active; in the data active = activation above about 50%
Y pestis TopoI: Y. pestis Topo-I inhibition via cleavage products; activity, % at 10 µM; 0.064% of 360,000 active; AID 504884; Y. pestis Topo-I cleavage product accumulation, plate reader; in the data active = activity above about 50%, passing the limit was not always enough; also: inactives centre near 2
VHR inh abs: inhibitors of human VHR1 phosphatase (DUSP3); P51452; recombinant VHR phosphatase, pNPP absorbance; inhibition, % at 13.3 µM; 0.52% of 290,000 active; AID 1654; in the data active = inhibition above about 50%; also: some compounds called inactive have numbers as strong as hits
Target sequence (P51452 whole entry, looked up): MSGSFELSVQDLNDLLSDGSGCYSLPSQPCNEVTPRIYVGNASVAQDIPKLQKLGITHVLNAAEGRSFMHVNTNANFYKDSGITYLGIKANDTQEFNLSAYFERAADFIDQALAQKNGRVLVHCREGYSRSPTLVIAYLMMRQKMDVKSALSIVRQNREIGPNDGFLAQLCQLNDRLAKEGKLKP
SARS 3CLpro inh: SARS-CoV 3CLpro protease inhibition | AID 1706 | inhibition, % at 6 µM | recombinant SARS-CoV 3CLpro, quenched FRET peptide cleavage | 0.14% of 290,000 active; in the data active = inhibition above about 12%
SSB-PriA inh: inhibitors of Klebsiella pneumoniae PriA binding to SSB C-terminal tail. inhibition, % at 33 µM. AlphaScreen SSBct-PriA binding, biotinylated peptide. AID 1272365. 0.6% of 430,000 active; in the data active = inhibition mostly above about 37%, no sharp cut-off; inactive = mostly below about 20%;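 also: plate controls were negative control peptide for no effect and reference peptide for full effect; strong numbers were not always called active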
BH1578 lux ind: quorum light induction in luxS cqsA deficient V. cholerae | V. cholerae BH1578 lux reporter, luminescence, 6 h | activation, % at 18.7 µM | 0.16% of 350,000 active | AID 588436; in the data active = activation mostly above about 9.7%, no sharp cut-off; also: not every result past the cut was called active; inactives centre near 0; reference of the scale not given here
TcdB GH inh: inhibitors of Clostridioides difficile toxin B glycohydrolase. P18177. TcdB glycohydrolase enzymatic assay, plate reader. inhibition, % at 9.99 µM. 0.24% of 350,000 active. AID 652162; in the data active = inhibition above about 10%
Rv3671c protease: inhibitors of M. tuberculosis serine protease Rv3671c. inhibition, % at 5.96 µM. 0.048% of 320,000 active; in the data active = inhibition above about 38%;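 also: extracellular domain of Rv3671c used as enzyme; 0% = enzyme with DMSO and 100% = no enzyme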
PfHsp40 rescue: rescue of PfHsp40-mediated yeast toxicity | growth rescue, % at 12.5 µM | 0.68% of 340,000 active | S. cerevisiae expressing PfHsp40, growth rescue, ATP luminescence; in the data active = growth rescue above about 28%, passing the limit was not always enough;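 also: yeast W303a lacking pdr1 and pdr3 grown in galactose medium; growth measured after three days at 30 °C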
Starred values were filed as active, the others as inactive; i = inactive; nt = not tested or not shown. Some of the compounds tested, so the mix of outcomes need not match the whole.

SMILES	Anthrax LF prot	MazEF act	Y pestis TopoI	VHR inh abs	SARS 3CLpro inh	SSB-PriA inh	BH1578 lux ind	TcdB GH inh	Rv3671c protease	PfHsp40 rescue
Cc1cc(C)c(NC(=O)C(C)c2cccc(C(=O)c3ccccc3)c2)c(C)c1 (stereo unspecified)	-3	3	4	13	1	-6	i	2.0	1	5.2
Cn1c2ccccc2c(=O)c2c(=O)n(C3CCCCC3)c(-c3ccco3)nc21	0	8	11	1	10	6	-0.1	nt	-1	0.6
COc1ccccc1NC(=O)Cn1cc(C(=O)C2CC2)c2ccccc21	nt	-2	17	21	4	-8	0.4	0.4	8	-1.0
Cn1cccc1Cc1nnc(SCC(=O)Nc2cccc(Cl)c2)n1-c1ccc(F)cc1	0	6	12	16	12	20	-0.2	0.5	7	-0.8
O=S(=O)([N-]c1nc2ccccc2nc1-[n+]1ccccc1)c1ccccc1	-2	-2	-9	35	4	-7	0.3	nt	-4	-0.5
COc1ccccc1N1CCN(C(c2ccc(Cl)cc2)c2nnnn2C(C)(C)C)CC1 (stereo unspecified)	-3	-7	33	4	-1	12	i	nt	-1	1.6
Oc1ccc(C=NCC2COc3ccccc3O2)cc1 (stereo unspecified)	0	-1	2	4	3	-3	-0.9	nt	2	-0.9
COc1cccc(C(=O)NCCOc2cc(C)cc(C)c2)c1	-1	-4	5	-6	1	-28	i	nt	-5	2.1
CCC(C)C(N=C1NS(=O)(=O)c2ccccc21)C(=O)N1CCC(C)CC1 (stereo unspecified)	-7	2	8	nt	nt	-12	i	0.6	nt	0.3
CC(=S)c1c(C)cc2cc(C)ccn12	-3	1	2	5	-2	10	0.2	0.1	-6	-0.6
CC(=O)C1=C(O)C(=O)N(c2nccs2)C1c1ccccc1F (stereo unspecified)	-5	-5	1	20	6	-10	-0.4	5.4	-1	-0.6
O=C(OCCN1CCCCC1)c1ccccc1F	-7	1	4	-13	1	7	i	0.4	5	-1.1
O=C(C1CCCN(S(=O)(=O)c2ccc(Cl)cc2)C1)N1CCCC1 (stereo unspecified)	-1	10	5	29	8	-5	i	-1.3	7	0.6
O=C(CSc1ccc(-c2ccco2)nn1)N1CCCC1	-8	3	6	10	1	-11	1.8	0.7	0	0.2
COc1cccc(NC(=O)CN(C)C(=O)c2oc3c(ccc4ccccc43)c2C)c1	-3	-20	20	nt	nt	1	-0.5	1.4	-19	-0.1
Cc1ccc(C(=O)NCc2ccco2)o1	2	4	1	21	-1	-4	-0.3	-0.1	2	-1.1
CCc1c(O)nc(SCc2nc3ccccc3c(=O)[nH]2)[nH]c1=O	-2	9	2	14	5	-1	i	0.6	-6	-1.6
COc1ccc2nc(C)cc(NCCN3CCOCC3)c2c1	-9	3	7	38	2	-3	-3.1	1.8	-6	-1.4
CCNC(=S)NCc1ccc(Cl)cc1	-3	-8	8	nt	0	-16	i	0.9	0	-2.1
CCOc1cc(CNCCCN2CCOCC2)ccc1OCC(=O)NC(C)(C)C	0	4	-8	16	-3	-7	0.8	0.5	4	0.0
Cc1cccc(C(=O)OC(C)C(=O)N2CCN(Cc3ccccc3)CC2)c1 (stereo unspecified)	-2	3	23	nt	nt	-9	i	1.3	nt	0.8
COc1ccccc1CNC(=O)C1CCC(CNS(=O)(=O)c2ccc(F)cc2)CC1 (stereo unspecified)	3	7	-2	20	-5	-8	-7.7	0.2	-6	-1.0
CC(=O)c1ccc(N2CCN(C(=O)Cc3cccs3)CC2)cc1	0	8	-14	14	-1	1	i	nt	1	0.0
N/C(=N\OC(=O)c1cccs1)c1cccc(Br)c1	-1	4	10	8	-1	nt	-0.2	2.2	0	0.1
Cc1cc(C)c(C)c(S(=O)(=O)Nc2ccccc2C(=O)NCCCn2ccnc2)c1C	-4	1	15	-16	-3	-9	nt	nt	nt	1.4

In the list so far, these contain a furan ring, fused or not.
SMILES	Anthrax LF prot	MazEF act	Y pestis TopoI	VHR inh abs	SARS 3CLpro inh	SSB-PriA inh	BH1578 lux ind	TcdB GH inh	Rv3671c protease	PfHsp40 rescue
Cn1c2ccccc2c(=O)c2c(=O)n(C3CCCCC3)c(-c3ccco3)nc21	0	8	11	1	10	6	-0.1	nt	-1	0.6
O=C(CSc1ccc(-c2ccco2)nn1)N1CCCC1	-8	3	6	10	1	-11	1.8	0.7	0	0.2
COc1cccc(NC(=O)CN(C)C(=O)c2oc3c(ccc4ccccc43)c2C)c1	-3	-20	20	nt	nt	1	-0.5	1.4	-19	-0.1
Cc1ccc(C(=O)NCc2ccco2)o1	2	4	1	21	-1	-4	-0.3	-0.1	2	-1.1

The main list resumes with the 3 entries that preceded the break.
SMILES	Anthrax LF prot	MazEF act	Y pestis TopoI	VHR inh abs	SARS 3CLpro inh	SSB-PriA inh	BH1578 lux ind	TcdB GH inh	Rv3671c protease	PfHsp40 rescue
CC(=O)c1ccc(N2CCN(C(=O)Cc3cccs3)CC2)cc1	0	8	-14	14	-1	1	i	nt	1	0.0
N/C(=N\OC(=O)c1cccs1)c1cccc(Br)c1	-1	4	10	8	-1	nt	-0.2	2.2	0	0.1
Cc1cc(C)c(C)c(S(=O)(=O)Nc2ccccc2C(=O)NCCCn2ccnc2)c1C	-4	1	15	-16	-3	-9	nt	nt	nt	1.4
COc1ccc(-n2nc(C(=O)NCC(=O)NCCCN3CC(C)CC(C)C3)c3ccccc3c2=O)cc1Cl (stereo unspecified)	-2	-25	-2	31	6	-17	-0.3	-6.1	1	-0.2
Cn1cccc1C(=O)OCC(=O)Nc1cc(C(C)(C)C)nn1-c1ccccc1	2	0	2	11	-4	-21	-0.1	nt	2	1.5
COc1ccccc1C(=O)NCC(=O)Nc1ccc2c(c1)CCC2	1	6	7	nt	nt	-10	1.2	-0.3	-1	-1.0
CC(=O)Nc1cccc(C(=O)Nc2cccnc2)c1	-1	-7	1	4	-1	-13	-0.1	0.2	0	0.0
CCC(=O)NC(=S)NNC(=O)c1ccc(OC)cc1	1	5	-1	20	5	1	-0.9	nt	8	6.4
CC1CC(C)CN(CC(O)COCCOc2ccc(Br)cc2)C1 (stereo unspecified)	-1	5	-1	15	2	-17	i	nt	3	0.8
Cc1nnc(SCC(=O)c2ccc(Cl)cc2)n(N)c1=O	2	-3	-2	44	0	3	-1.0	0.7	14	0.5
CN1CCC(=C2c3ccccc3C(O)c3ccccc32)CC1 (stereo unspecified)	14	-11	-1	49	1	11	-0.2	1.8	-5	-1.2
CCCCCn1nc(C(=O)N2CCc3ccccc32)c2ccccc2c1=O	-4	4	8	nt	nt	1	i	0.6	-4	1.2
COC(=O)c1ccc(NC(=O)c2sc3nc(-c4ccccc4)cn3c2C)cc1	-2	18	3	32	0	-10	-7.1	nt	-10	-0.3
CCOC(=O)CSc1nc2ccc(C)cc2n2cnnc12	-4	1	-8	1	3	-4	-0.9	1.4	4	-0.4
Cc1c([C@H]2[C@@H](CC#N)C2(C)C)c2ccccc2n1C	0	3	-2	10	2	24	i	nt	8	2.9
Clc1ccc(CNc2ccc(N3CCN(Cc4ccccc4)CC3)cc2)cc1	-8	5	12	-1	-9	64	-0.7	-0.2	3	4.0
COc1ccc2cc(C(C)C(=O)OC(C)C)ccc2c1 (stereo unspecified)	-3	-3	2	nt	nt	-41	-2.1	1.2	-4	0.3
O=C(c1ccccc1)N1CCC(c2nc(-c3ccc(S(=O)(=O)NCC4CCCO4)cc3)no2)CC1 (stereo unspecified)	-1	-1	31	-6	-3	1	1.5	nt	0	-0.1
Cc1nn(Cc2ccc(F)cc2)c(C)c1NC(=O)c1noc2c1CCCCC2	-2	0	1	-11	-8	-2	-0.2	nt	-4	0.2
CC(=O)NC1=NC(=O)/C(=C/N2CCCCC2)S1	-4	2	5	-5	2	-12	-0.3	nt	1	-0.1
C[N+]1(CC(O)COCC2COc3ccccc3O2)CCOCC1 (stereo unspecified)	4	2	-4	16	5	-28	i	0.5	1	-0.1
Cc1c(OCC(=O)NCC2CCC(C(=O)NCCCO)CC2)ccc2c(-c3ccccc3)cc(=O)oc12 (stereo unspecified)	-2	6	34	-3	1	-12	i	1.3	-3	2.4
CC1CCCN(C(=O)Cn2c(-c3nonc3N)nc3ccccc32)C1 (stereo unspecified)	2	7	0	8	3	-7	14	nt	10	-1.2
CCOc1cc(NC(=S)NCC2CCCO2)c(OCC)cc1NC(=O)CC (stereo unspecified)	2	4	0	20	-1	7	-0.3	-0.3	-8	1.1
CS(=O)(=O)NCCSCc1c(Cl)cccc1Cl	0	5	7	10	1	-6	-0.2	nt	5	0.2
CS(=O)(=O)c1cc([N+](=O)[O-])c(Sc2nc3ccccc3[nH]2)c([N+](=O)[O-])c1	-1	1	3	15	2	2	1.6	3.4	4	-0.2
c1ccc2cc(Sc3ncnc4c3oc3ccccc34)ccc2c1	-2	3	0	14	-7	-15	-0.7	nt	1	0.4
CCCCSc1c(C)c2cc3c(cc2[nH]c1=O)OCO3	-1	-8	3	-16	5	0	i	1.2	11	4.2
COc1ccccc1-n1ccnc1SCC(=O)NCC1CCCO1 (stereo unspecified)	-4	-1	-5	9	-6	9	i	2.7	-2	-0.1
COCOc1cccc(CN2CCC(C)(Oc3ccc(C(C)=O)cc3)C2)c1 (stereo unspecified)	-7	nt	3	nt	nt	nt	-2.5	-1.8	nt	nt
Cc1nc2ccccc2c(=O)n1NC(=O)c1ccc(F)cc1Cl	0	-2	-8	16	0	-9	0.9	nt	-1	-0.2
Cc1cccc(C(=O)NCC(=O)OCC(=O)NC2CCCCCCC2)c1	3	1	16	nt	nt	-2	-0.6	1.0	-14	0.7
O=C(CCn1cnc2ccccc2c1=O)Nc1nc(-c2ccc(Br)cc2)cs1	0	-59	2	22	7	-12	-0.3	-0.1	-9	0.6

Record cards, as listed above. Order of screens: Anthrax LF prot	MazEF act	Y pestis TopoI	VHR inh abs	SARS 3CLpro inh	SSB-PriA inh	BH1578 lux ind	TcdB GH inh	Rv3671c protease	PfHsp40 rescue
CC1CC(C)CN(CC(O)COCCOc2ccc(Br)cc2)C1 (stereo unspecified) in the list: -1	5	-1	15	2	-17	i	nt	3	0.8
Cc1cc(C)c(C)c(S(=O)(=O)Nc2ccccc2C(=O)NCCCn2ccnc2)c1C in the list: -4	1	15	-16	-3	-9	nt	nt	nt	1.4
Cc1cc(C)c(NC(=O)C(C)c2cccc(C(=O)c3ccccc3)c2)c(C)c1 (stereo unspecified) in the list: -3	3	4	13	1	-6	i	2.0	1	5.2
CCC(=O)NC(=S)NNC(=O)c1ccc(OC)cc1 in the list: 1	5	-1	20	5	1	-0.9	nt	8	6.4
